Cycloheximide cs – counter-screen for Shiga toxin inhibitors: cycloheximide protein synthesis inhibition | cell reporter, cycloheximide protein synthesis inhibition counterscreen | max response, % | 12% of 300,000 active; in the data active = max response mostly above about 13%, no sharp cut-off; inactive = mostly below about 14%; note: read at 38.3 µM for the half of the compounds with a filed dose; 0% is about no effect
AmpC no deterg – blocks E. coli AmpC beta-lactamase in detergent-free assay; AmpC nitrocefin hydrolysis, absorbance 480 nm, 0.0001% Triton; P00811; 0.52% of 330,000 active; Potency, µM (doses to about 57.1 µM), for inactives: at the highest dose activity change, negative = inhibition, actives largely listed as inhibitors; AID 485341;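 note: potency is the fitted concentration of half-maximal effect; plate controls were no compound for no effect and no enzyme for full effect; nearly all actives have a fitted effect of over 20% in size; some results filed as inactive show a strong effect at the top dose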
Target sequence (P00811 whole entry, looked up): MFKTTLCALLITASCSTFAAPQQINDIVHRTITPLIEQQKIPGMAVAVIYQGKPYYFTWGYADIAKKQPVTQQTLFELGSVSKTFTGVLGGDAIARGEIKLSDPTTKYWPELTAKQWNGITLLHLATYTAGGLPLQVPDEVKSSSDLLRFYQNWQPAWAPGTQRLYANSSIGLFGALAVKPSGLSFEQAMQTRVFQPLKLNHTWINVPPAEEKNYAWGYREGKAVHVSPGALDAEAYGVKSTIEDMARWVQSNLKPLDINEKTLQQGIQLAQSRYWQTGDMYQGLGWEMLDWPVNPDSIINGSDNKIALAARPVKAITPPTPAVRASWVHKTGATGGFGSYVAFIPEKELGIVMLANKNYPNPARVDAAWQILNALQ
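20 mM phosphate pH 7.0 + 0.01% (detergent screen) or 0.0001% Triton X-100; 5.3 nM AmpC reagent; cpd preinc 15 min RT; nitrocefin (800 uM stock) to start; A480 q20 s × 4 min; Activity was normalised to no-enzyme and no-compound control wells.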
AMA1-RON2 inh – AMA1-RON2 (P. falciparum) interaction inhibition; Potency, µM (top dose mostly 58.2 µM), without a hit: at the top dose activity change, negative = inhibition, actives largely listed as inhibitors; AlphaScreen AMA1-biotinylated RON2 peptide binding; AID 720542; 0.2% of 360,000 active;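 note: potency is the fitted concentration of half-maximal effect; 0% = vehicle wells and -100% = peptide control; nearly all actives have a fitted effect of over 45% in size; some results filed as inactive show a strong effect at the top dose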
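AMA1 (3D7) with his tag at 25 nM final met compounds first, then biotinylated RON2 peptide at 25 nM; detection used donor plus acceptor beads, 10 µg/mL apiece, read by AlphaScreen after 30 min at room temperature.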
AmpC detergent – inhibitors of E. coli AmpC beta-lactamase with detergent; P00811; 0.041% of 370,000 active; AmpC hydrolysis of nitrocefin, absorbance 480 nm, 0.01% Triton; Potency, µM (highest dose often 114 µM), without a hit: at the highest dose activity change, negative = inhibition, actives largely listed as inhibitors;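 note: potency is the fitted concentration of half-maximal effect; 0% = no-compound wells and -100% = no-enzyme wells; nearly all actives have a fitted effect of over 25% in size; some results filed as inactive show a strong effect at the top dose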
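AmpC (5.3 nM in the dispensed reagent) in 20 mM phosphate pH 7.0 with 0.01% (detergent screen) or 0.0001% Triton X-100 was preincubated with compounds for 15 min at room temperature. Nitrocefin was then added from an 800 uM solution, and hydrolysis was followed at 480 nm.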
Giardia FBPA inh – inhibitors of Giardia lamblia fructose-1,6-bisphosphate aldolase | A8B2U2 | purified Giardia FBPA | Potency, µM (doses to about 59.6 µM), for inactives: at the top dose activity, negative = inhibition, most hits filed as inhibitors | 0.71% of 290,000 active | AID 2451; note: potency is the fitted concentration of half-maximal effect; % is set by controls: 0 for no effect and ±100 for the full control effect; nearly all actives have a fitted effect of over 55% in size
Target sequence (A8B2U2 whole entry, looked up): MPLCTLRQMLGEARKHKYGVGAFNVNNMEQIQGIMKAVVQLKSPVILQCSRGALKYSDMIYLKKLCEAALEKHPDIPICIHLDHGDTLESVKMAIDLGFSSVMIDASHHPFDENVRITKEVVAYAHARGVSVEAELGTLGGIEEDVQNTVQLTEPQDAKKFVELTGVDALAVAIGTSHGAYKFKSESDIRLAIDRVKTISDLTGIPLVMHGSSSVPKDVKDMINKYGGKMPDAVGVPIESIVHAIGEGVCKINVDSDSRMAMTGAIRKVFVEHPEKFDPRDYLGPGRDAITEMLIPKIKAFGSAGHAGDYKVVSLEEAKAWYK
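Giardia FBPA (40 nM reagent) was preincubated 10 min at RT with compound (up to 57.5 uM final), then substrate plus GAPDH/TPI/NAD/arsenate coupling system with diaphorase/resazurin was added; resorufin fluorescence (525/598 nm) was read after 20 min.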
HCMV antiviral – inhibitors of human cytomegalovirus | HFF cells, HCMV-luciferase reporter, 72 h; stronger effect = lower value | activity change, negative = inhibition, % at 57.5 µM | 4.5% of 410,000 active | AID 1259415; in the data active = activity change below about -60%; inconclusive = no clear call, values can overlap the other calls; inactive = above about -39%; note: % is set by controls: 0 for no effect and ±100 for the full control effect
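Compounds were evaluated in HFFs infected with an HCMV luciferase reporter virus (MOI 1 PFU/cell). Luciferase in lysates collected 72 h post infection served as the replication measure.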
Shiga inhibitor – blocks Shiga toxin action in Vero cells; Vero cells, Shiga toxin protein synthesis inhibition reporter; 9.2% of 290,000 active; inhibition, % at 38.7 µM; AID 2315; in the data active = inhibition mostly above about 28%, no sharp cut-off; inactive = mostly below about 43%; note: 0% is about no effect
The depositor's hits bear a star; & = joins results of further samples; [ ] = remark or other dose. Unless noted, calls come from the whole dose curve; as a rule, active = well fitted curve in the direction sought with a large enough effect; inconclusive = small, poorly fitted or top-dose-only effect, or another doubt; inactive = no such curve, though single readings can be large; an effect the other way counts as inactive or inconclusive.

Results for CCCCCCN(C(=O)CCCCCN1C(=O)NC(c2ccc(-c3ccccc3)cc2)C(C(=O)OCc2ccccc2)=C1C)C(C(=O)NCCCC)c1ccc(OCC(=O)OC)cc1 (stereo unspecified) ?
Cycloheximide cs: -4; AmpC no deterg: -9%; AmpC detergent: inconclusive; Giardia FBPA inh: 0%&-1%; Shiga inhibitor: -16

How did COc1ccccc1C(=O)N/C(=C/c1ccccc1)C(=O)NC(CCSC)C(=O)O (stereo unspecified) do in these assays?
Cycloheximide cs: -3; AmpC no deterg: -27%; AMA1-RON2 inh: 1%; AmpC detergent: inconclusive; Giardia FBPA inh: 16%; HCMV antiviral: -17; Shiga inhibitor: -8

How did O=C(Nc1cccc(O)c1)c1ccccc1[N+](=O)[O-] do in these assays?
Cycloheximide cs: 0; AmpC no deterg: -16%; AMA1-RON2 inh: -8%; AmpC detergent: 5%; Giardia FBPA inh: 3%; HCMV antiviral: -9; Shiga inhibitor: -15

Results for CCOC(=O)C1C(c2ccc(OC)cc2)N(C)OC1(O)C(F)(F)F (stereo unspecified) ?
Cycloheximide cs: -4; AmpC no deterg: 1%; AMA1-RON2 inh: -1%; AmpC detergent: -12%; Giardia FBPA inh: 3%; HCMV antiviral: -31; Shiga inhibitor: 15

How did COc1ccc(C2=CSC3=NCCN23)cc1 do in these assays?
Cycloheximide cs: -1; AmpC no deterg: -11%; AMA1-RON2 inh: 6%; AmpC detergent: -5%; Giardia FBPA inh: -2%; HCMV antiviral: 53; Shiga inhibitor: -2

Results for Cc1nn(-c2ccccc2)c(Cl)c1/C=N/Nc1nncc(=O)[nH]1 ?
Cycloheximide cs: 12*; AmpC no deterg: -13%; AMA1-RON2 inh: 48%[activator]; AmpC detergent: 4%; Giardia FBPA inh: -11%; HCMV antiviral: 0; Shiga inhibitor: 43

Results for CCC(C(=O)N1CCN(c2cccc(Cl)c2)CC1)c1ccccc1 (stereo unspecified) ?
Cycloheximide cs: -1; AmpC no deterg: 28%; AMA1-RON2 inh: -24%; AmpC detergent: inconclusive; Giardia FBPA inh: 2%; HCMV antiviral: -30; Shiga inhibitor: -1

What do the screens show for `O=C(Nc1ccc(F)cc1)c1cccc(C(=O)Nc2ccc(F)cc2)c1`?
Cycloheximide cs: -1; AmpC no deterg: -45%; AMA1-RON2 inh: 3%; AmpC detergent: 2%; Giardia FBPA inh: 4%; HCMV antiviral: 9; Shiga inhibitor: -4

Results for COc1ccc(CNC(=O)c2c(O)c3ccccc3n(C)c2=O)cc1 ?
Cycloheximide cs: 0; AmpC no deterg: -19%; AMA1-RON2 inh: 24%; AmpC detergent: -7%; Giardia FBPA inh: -6%; HCMV antiviral: -35; Shiga inhibitor: -4

What do the screens show for `Cc1cc(=O)oc2c(C)c(OCC(=O)N3CCC(C(=O)O)(c4ccccc4)CC3)ccc12`?
Cycloheximide cs: -3; AmpC no deterg: -25%; AMA1-RON2 inh: -11%; AmpC detergent: -7%; Giardia FBPA inh: 15%; HCMV antiviral: 27; Shiga inhibitor: -7

How did C/C(CC(=O)Nc1ccc(C)c(Cl)c1)=N\NC(=O)c1ccncc1 do in these assays?
Cycloheximide cs: 13; AmpC no deterg: 24%; AMA1-RON2 inh: 36%[activator]; AmpC detergent: inconclusive; Giardia FBPA inh: inconclusive; HCMV antiviral: inconclusive; Shiga inhibitor: 17

What do the screens show for `COc1cccc(Cn2cnc3c(NS(=O)(=O)c4ccc(Cl)cc4)c(C)c(C)cc32)c1`?
Cycloheximide cs: 1; AmpC no deterg: -9%; AMA1-RON2 inh: 7%; AmpC detergent: 5%; Giardia FBPA inh: -1%; HCMV antiviral: 9; Shiga inhibitor: 3

How did CCC(CCC(=O)Nc1cccc(C(=O)O)c1)C(=O)O (stereo unspecified) do in these assays?
Cycloheximide cs: 3; AmpC no deterg: -18%; AMA1-RON2 inh: 5%; AmpC detergent: -13%; Giardia FBPA inh: 2%; HCMV antiviral: -20; Shiga inhibitor: 14

How did O=C(O)CCCC(=O)Nc1ccc(Cl)cc1 do in these assays?
Cycloheximide cs: 0; AmpC no deterg: -7%; AMA1-RON2 inh: -4%; AmpC detergent: -1%; Giardia FBPA inh: 8%; HCMV antiviral: -8; Shiga inhibitor: -11

What do the screens show for `O=C(C[n+]1cc(-c2ccc(F)cc2)n2c1CCC2)Nc1nc(-c2ccc(F)cc2)cs1`?
Cycloheximide cs: -1; AmpC no deterg: 113%[activator]; AMA1-RON2 inh: 10%[2.32 µM]; AmpC detergent: inconclusive; Giardia FBPA inh: 0%; HCMV antiviral: 119; Shiga inhibitor: 14

Results for O=C(Nc1cccc2cccnc12)C1CCCC1 ?
Cycloheximide cs: 9; AmpC no deterg: -14%; AMA1-RON2 inh: 16%; AmpC detergent: inconclusive; Giardia FBPA inh: -1%; HCMV antiviral: inconclusive; Shiga inhibitor: 15

Results for CS(=O)(=O)c1ccc(Cl)c(NC(=O)CNC(=O)c2ccc3c(c2)OCO3)c1 ?
AmpC no deterg: -18%; AMA1-RON2 inh: 3%; HCMV antiviral: -61*

What do the screens show for `Cc1ccc(OCC(=O)NNC(=O)c2cccnc2)cc1`?
Cycloheximide cs: -1; AmpC no deterg: -26%; AMA1-RON2 inh: 27%; AmpC detergent: -2%; Giardia FBPA inh: 0%; HCMV antiviral: 26; Shiga inhibitor: -11

How did CCc1ccc(-c2cc3c(=O)n(CC(=O)NCc4ccccc4F)ncn3n2)cc1 do in these assays?
Cycloheximide cs: 2; AmpC no deterg: -17%; AMA1-RON2 inh: 11%; AmpC detergent: -1%; HCMV antiviral: inconclusive; Shiga inhibitor: 10

Results for CCCCC(c1nnnn1C1CCCC1)N1CCN(C2CCCCC2)CC1 (stereo unspecified) ?
Cycloheximide cs: 0; AmpC no deterg: -31%; AMA1-RON2 inh: 3%; AmpC detergent: inconclusive; Giardia FBPA inh: -11%; HCMV antiviral: -26; Shiga inhibitor: -4

Results for C#CCOCCOCCOCCNc1nc(N2CCN(C(=O)[C@H](CCC(=O)O)n3cc(C(N)Cc4ccc(O)cc4)nn3)CC2)nc(N2CCN(C(=O)[C@H](Cc3cc4ccccc4[nH]3)n3cc(C(N)[C@H](C)CC)nn3)CC2)n1 (stereo partly specified) ?
Cycloheximide cs: -2; AmpC no deterg: 230%[activator]; AMA1-RON2 inh: 7%; AmpC detergent: 6%; Giardia FBPA inh: -11%; Shiga inhibitor: -9

What do the screens show for `C=CCn1c(C)cc(C(=O)COC(=O)/C=C/c2c(C)nn(C3CCS(=O)(=O)C3)c2Cl)c1C` (stereo unspecified)?
AmpC no deterg: 67%[activator]; AMA1-RON2 inh: -14%; AmpC detergent: -14%; HCMV antiviral: inconclusive

What do the screens show for `O=C(NCc1ccco1)c1cc(-c2ccncc2)nc2ccccc12`?
Cycloheximide cs: -6; AmpC no deterg: 2%; AMA1-RON2 inh: -9%; AmpC detergent: -1%; Giardia FBPA inh: 6%; HCMV antiviral: -3; Shiga inhibitor: -16

Results for Cc1cccc(N=C2NC(=O)CS2)c1C ?
Cycloheximide cs: -2; AmpC no deterg: -12%; AMA1-RON2 inh: 2%; AmpC detergent: 1%; Giardia FBPA inh: -12%; HCMV antiviral: -13; Shiga inhibitor: -8

What do the screens show for `COc1cc(C(=O)Sc2ccc(Cl)cc2)cc(OC)c1OC`?
Cycloheximide cs: 1; AmpC no deterg: 53%; AMA1-RON2 inh: 25%; AmpC detergent: 2%; Giardia FBPA inh: 2%; HCMV antiviral: 82; Shiga inhibitor: -11

Results for CS(=O)(=O)c1ccc(Cl)c(NC(=O)Cc2ccccc2F)c1 ?
Cycloheximide cs: -4; AmpC no deterg: -7%; AMA1-RON2 inh: 15%; AmpC detergent: 1%; Giardia FBPA inh: -3%; HCMV antiviral: -3; Shiga inhibitor: 14

Results for CN(N=Nc1cccc([N+](=O)[O-])c1)c1ccccc1 ?
Cycloheximide cs: 57*; AmpC no deterg: 176%[activator]; AMA1-RON2 inh: -6%; AmpC detergent: -7%; Giardia FBPA inh: 5%; HCMV antiviral: 19; Shiga inhibitor: 88*

What do the screens show for `COc1ccc(NC(=O)COc2ccccc2Cl)cc1S(=O)(=O)N1CCCCC1`?
AmpC no deterg: -3%; AMA1-RON2 inh: -12%; AmpC detergent: 3%; HCMV antiviral: inconclusive

Results for CC(=O)Nc1ccc(/C(C)=N/Nc2nc(N3CCOCC3)nc(N3CCOCC3)n2)cc1 ?
Cycloheximide cs: -3; AmpC no deterg: -4%; AMA1-RON2 inh: 8%; AmpC detergent: 9%; Giardia FBPA inh: 2%; HCMV antiviral: -22; Shiga inhibitor: 41

What do the screens show for `O=Cc1ccc(C(=O)O)cc1`?
AmpC no deterg: -5%; AMA1-RON2 inh: 3%; AmpC detergent: 2%; HCMV antiviral: 19

How did Cc1cccnc1NC(=O)CSc1nnc(Cc2ccccc2)o1 do in these assays?
Cycloheximide cs: 0; AmpC no deterg: -19%; AMA1-RON2 inh: 6%; AmpC detergent: inconclusive; Giardia FBPA inh: 4%; HCMV antiviral: 17; Shiga inhibitor: 20

How did O=C(NC1CCCCC1)C(c1ccccc1)N(Cc1ccc2c(c1)OCO2)C(=O)c1cnsn1 (stereo unspecified) do in these assays?
Cycloheximide cs: -3; AmpC no deterg: -15%; AMA1-RON2 inh: 45%[activator]; AmpC detergent: 0%; Giardia FBPA inh: -1%; HCMV antiviral: -36; Shiga inhibitor: -4

Results for CCc1ccc[n+](-c2[nH]c(=O)sc2/C=N/N=C(\[O-])c2cccnc2)c1 ?
Cycloheximide cs: 13; AmpC no deterg: -11%; AMA1-RON2 inh: 59%[activator]; AmpC detergent: -2%; HCMV antiviral: -37; Shiga inhibitor: -3

How did O=C(N/N=C/c1cccs1)c1ccc2nc[nH]c2c1 do in these assays?
Cycloheximide cs: 20; AmpC no deterg: -20%; AMA1-RON2 inh: 3%; AmpC detergent: inconclusive; Giardia FBPA inh: 16%; HCMV antiviral: 32; Shiga inhibitor: 49

Arranged by heavy-atom count (smallest number first): part of the list above
Results for CN(N=Nc1cccc([N+](=O)[O-])c1)c1ccccc1 ?
Cycloheximide cs: 57*; AmpC no deterg: 176%[activator]; AMA1-RON2 inh: -6%; AmpC detergent: -7%; Giardia FBPA inh: 5%; HCMV antiviral: 19; Shiga inhibitor: 88*

How did Cc1cccnc1NC(=O)CSc1nnc(Cc2ccccc2)o1 do in these assays?
Cycloheximide cs: 0; AmpC no deterg: -19%; AMA1-RON2 inh: 6%; AmpC detergent: inconclusive; Giardia FBPA inh: 4%; HCMV antiviral: 17; Shiga inhibitor: 20

What do the screens show for `COc1ccc(NC(=O)COc2ccccc2Cl)cc1S(=O)(=O)N1CCCCC1`?
AmpC no deterg: -3%; AMA1-RON2 inh: -12%; AmpC detergent: 3%; HCMV antiviral: inconclusive

Screening data: PubChem BioAssay, National Center for Advancing Translational Sciences (NCATS)
